JMJD2E inh: qHTS Assay for Inhibitors of Human Jumonji Domain Containing 2E (JMJD2E) | hit rate 1.6% among 230,000 | Lysine-specific demethylase 4E (Homo sapiens), B2RXH2 | JMJD2E catalytic domain, FDH-coupled NADH fluorescence (FDH is formaldehyde dehydrogenase) | Potency, µM (doses to about 57.1 µM), for the others: at the highest dose activity change, negative = inhibition, hits mostly inhibitors; active = well fitted inhibition curve with a large enough effect, not every such curve was filed as active; inconclusive = small, poorly fitted or top-dose-only effect, or another doubt; inactive = no such curve, though single readings can be large or run the other way;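 also: 0% = wells with enzyme and -100% = buffer wells without enzyme; nearly all actives have a fitted effect of over 50% in size; many of its hits are not listed in these tables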
Target sequence (B2RXH2 1-337 limits assumed): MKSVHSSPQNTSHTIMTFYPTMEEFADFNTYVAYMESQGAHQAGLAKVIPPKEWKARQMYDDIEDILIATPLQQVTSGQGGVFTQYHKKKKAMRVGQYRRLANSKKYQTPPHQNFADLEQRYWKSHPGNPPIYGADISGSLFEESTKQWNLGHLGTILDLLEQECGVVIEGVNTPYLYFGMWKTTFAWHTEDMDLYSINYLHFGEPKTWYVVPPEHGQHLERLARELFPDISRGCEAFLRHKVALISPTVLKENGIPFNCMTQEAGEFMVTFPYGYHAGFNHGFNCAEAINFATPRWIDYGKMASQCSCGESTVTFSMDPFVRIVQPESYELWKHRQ
RECQ1 helicase: qHTS Assay for Inhibitors of RecQ-Like Dna Helicase 1 (RECQ1); RECQ1 DNA unwinding, red fluorescence kinetic read; AID 2549, 2010; hit rate 0.54% among 240,000; Potency, µM (series often up to 57.3 µM), for the others: top-dose activity, negative = inhibition, actives largely listed as inhibitors; ATP-dependent DNA helicase Q1 (Homo sapiens), P46063;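 also: plate controls were vehicle for no effect and no enzyme for full effect; nearly all actives have a fitted effect of over 30% in size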
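RECQ1T1 50 nM; forked duplex (20 bp + 30-nt ss tails) 200 nM, ATP 2 mM final; pH 8.0, 2 mM MgCl2, 2.5 ug/ml poly(dI-dC); 15 min compound preincubation; discontinuous kinetic read over 2 h at RT.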
Tau fibril FP: qHTS for Inhibitors of Tau Fibril Formation, Fluorescence Polarization | Microtubule-associated protein tau (Homo sapiens), P10636 | K18 P301L tau heparin fibrillization, Alexa594 FP, 6 h | Potency, µM (top dose mostly 57.7 µM), for the others: top-dose activity, negative = inhibition, hits mostly inhibitors | hit rate 0.39% among 280,000 | AID 1468, 2008; also: nearly all actives have a fitted effect of over 55% in size
Target sequence (P10636 561-689 P618L limits assumed): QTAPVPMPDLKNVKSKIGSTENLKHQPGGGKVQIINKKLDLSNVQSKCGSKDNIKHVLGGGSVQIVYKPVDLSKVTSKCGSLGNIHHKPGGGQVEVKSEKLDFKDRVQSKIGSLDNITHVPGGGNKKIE
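FP of Alexa 594-tau after heparin (20 uM) induction. Substrate: human K18 P301L, 15 uM unlabeled, 0.24 uM labeled. Buffer 100 mM sodium acetate pH 7. 6 hr, 37 C.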
RGS12 GoLoco inh: qHTS Assay for Inhibitors of RGS12 GoLoco Motif Activity (Red Fluorophore). AID 880, 2007. Gai1:RGS12 GoLoco peptide FP, rhodamine, 10 min. Guanine nucleotide-binding protein G(i) subunit alpha-1 (Homo sapiens), P63096. hit rate 0.44% among 230,000. Potency, µM (titrated, usually from 61.6 µM), for inactives: at the highest dose activity, negative = inhibition, hits mostly inhibitors; active = well fitted inhibition curve with a large enough effect, not every such curve was filed as active; inactive = no such curve, though single readings can be large or run the other way; also: nearly all actives have a fitted effect of over 30% in size; many of its hits are not listed in these tables
Target sequence (P63096 whole entry, looked up): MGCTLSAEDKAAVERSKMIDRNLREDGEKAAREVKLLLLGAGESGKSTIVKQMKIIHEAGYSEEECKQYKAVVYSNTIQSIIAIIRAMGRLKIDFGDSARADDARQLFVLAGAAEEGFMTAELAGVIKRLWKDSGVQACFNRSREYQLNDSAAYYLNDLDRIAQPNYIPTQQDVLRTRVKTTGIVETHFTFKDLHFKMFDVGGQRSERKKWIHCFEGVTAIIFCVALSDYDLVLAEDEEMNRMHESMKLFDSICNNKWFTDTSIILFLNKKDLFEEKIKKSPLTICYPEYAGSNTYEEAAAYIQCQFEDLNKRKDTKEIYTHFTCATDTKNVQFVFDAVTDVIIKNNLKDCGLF
Tau fibril ThT: qHTS for Inhibitors of Tau Fibril Formation, Thioflavin T Binding | Potency, µM (top dose mostly 57.4 µM), without a hit: at the top dose activity, negative = inhibition, hits mostly inhibitors | hit rate 2.1% among 270,000 | recombinant tau K18 P301L (four-repeat tau fragment), heparin-induced fibrillization, ThT fluorescence | AID 1460, 2008 | Microtubule-associated protein tau (Homo sapiens), P10636; also: nearly all actives have a fitted effect of over 55% in size
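In this qHTS, human K18 P301L tau is incubated with compound and heparin for 6 hr at 37 C, and Thioflavin T fluorescence then reports fibril load.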
TRb SRC2 PPI: qHTS for Inhibitors of the Interaction of Thyroid Hormone Receptor and Steroid Receptor Coregulator 2 | TRbeta-SRC2 peptide binding, fluorescence polarization; receptor liganded with 1 µM T3 | Potency, µM (top dose mostly 106 µM), inactives show top-dose activity change, negative = inhibition, usual class: inhibitors | hit rate 0.065% among 280,000 | AID 1469, 2008;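 also: plate controls were bound peptide for no effect and peptide without receptor for full effect; nearly all actives have a fitted effect of over 50% in size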
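Human TRb LBD (0.6 uM) plus Texas Red-labeled SRC2 peptide (20 nM), 1uM T3, 5% DMSO, 5 hr at ambient temperature. Decreased polarization (555/632 nm) flags inhibition; data normalized to free and bound peptide controls.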
L3MBTL1 block: qHTS Assay for the Inhibitors of L3MBTL1; AlphaScreen L3MBTL1–H3K9me1 peptide binding; Potency, µM (series often up to 57.1 µM), for inactives: at the top dose activity, negative = inhibition, actives largely listed as inhibitors; hit rate 0.66% among 230,000; AID 485360, 2010; also: nearly all actives have a fitted effect of over 60% in size
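L3MBTL1 (50 nM) pre-complexed 30 min with biotinylated H3(1-15)K9me1 peptide (75 nM), then compounds added for 30 min at room temperature; AlphaScreen streptavidin donor/nickel chelate acceptor beads (10 ug/mL final) read after 30 min dark incubation.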
TexasRed fluor: Total Fluorescence Counterscreen for Inhibitors of the Interaction of Thyroid Hormone Receptor and Steroid Receptor Coregulator 2. Potency, µM (top dose mostly 106 µM), without a hit: top-dose fluorescence change, negative = quenching. TRb/SRC2 Texas Red total fluorescence interference. hit rate 0.29% among 280,000; active = well fitted curve in either direction with a large enough effect; inconclusive = small, poorly fitted or top-dose-only effect
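Human TRb ligand-binding domain at 0.6 uM with 20 nM Texas Red SRC2 peptide in Tris buffer containing 1 uM T3 and 5% DMSO, incubated with compound 5 h at ambient temperature. Total fluorescence (555/632 nm) calculated as parallel + 2 × perpendicular.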
The depositor's hits bear a star; i = inactive; ? = inconclusive; . = no result given; & = joins results of further samples; [ ] = remark or other dose. Unless noted, calls follow the shape of the dose curve; as a rule, active = well fitted curve in the direction sought with a large enough effect; inconclusive = small, poorly fitted or top-dose-only effect, or another doubt; inactive = no such curve, though single readings can be large; an effect the other way counts as inactive or inconclusive. Unless noted, % is scaled to controls: 0 for no effect and ±100 for the full control effect; potency is read from the fitted curve at half-maximal effect.

SMILES	JMJD2E inh	RECQ1 helicase	Tau fibril FP	RGS12 GoLoco inh	Tau fibril ThT	TRb SRC2 PPI	L3MBTL1 block	TexasRed fluor
O=[N+]([O-])c1ccccc1S(=O)(=O)NCCc1ccncc1	8%	1%	-3%	-5%	1%	3%	.	-3%
N/C(=N\OC(=O)Cc1ccc([N+](=O)[O-])cc1)c1ccccn1	-2%	-15%	3%	4%	?	-14%	?	-4%
Cc1ccc(CSc2nc3nc(C)cc(C)c3c(=O)[nH]2)cc1	2%	i	5%	6%	8%	-8%	1%	1%
Cc1cc(C)cc(-n2nnc(-c3nc(-c4ccccc4F)no3)c2C)c1	.	.	2%	.	1%	-10%	.	-3%
CCOC(=O)c1ccc(NC(=O)C2=C(C)C(=O)OC23CCN(C(C)=O)CC3)cc1	.	.	2%	.	0%	1%	.	-19%
O=C(NCc1ccccn1)c1cc2cc(Br)ccc2oc1=O	4%	-5%	4%	-12%	-4%	-6%	.	-5%
CC(=O)Nc1ccc(C(=O)CSc2nnc3ccc4ccccc4n23)cc1	.	.	1%	.	?	-1%	.	6%
CCN(CC)c1nc(Oc2ccc(=O)[nH]n2)nc(N2CCOCC2)n1	3%	i	-1%	3%	0%	1%	-4%	-1%
CCOc1ccc(NC(C)=O)cc1N	.	-12%	.	3%	.	8%	-6%	-2%
O=C(NCCc1ccccc1)c1ccc(Cl)nc1	10%	-6%	5%	0%	2%	3%	3%	-4%
Cc1occc1C(=O)NNC(=O)C1CC1	5%	-5%	-10%	24%	1%	-4%	.	-1%
COc1ccccc1N1CCN(C(=O)C2CC=CCC2C(=O)O)CC1 (stereo not given)	2%	0%	8%	-1%	-2%	-5%	.	0%
N#C/C(=C\c1cccc(F)c1)c1nc(-c2cc3c(ccc4ccccc43)oc2=O)cs1	.	.	4%	.	-10%	-6%	.	0%
COc1cccc(CNn2cnnc2)c1OCc1ccc(F)cc1	9%	i	11%	4%	5%	-5%	.	4%
O=C1CC(c2c(F)cccc2Cl)C2=C(COC2=O)N1 (stereo not given)	12%	-1%	-2%	-15%	-9%	-9%	8%	2%
CCCCc1cc(=O)oc2cc(C)cc(OCc3nn[nH]n3)c12	?	-11%	0%	0%	-5%	-1%	9%	1%
N=C1/C(=C/c2coc3ccccc3c2=O)C(=O)N=C2SC(c3ccco3)=NN12	?	28µM*	-10%	15%	?	?	?	?
CC(C)C(=O)Nc1cc(=O)[nH]c2ncnn12	11%	14%	6%	-4%	2%	-3%	6%	-3%
Nc1nc(-c2ccc([N+](=O)[O-])cc2)c(C(=O)Nc2ccc(Cl)cc2)s1	-8%	-5%	-10%	4%	-11%	2%	5%	-1%
CCN(c1ccccc1)c1ncnc2c1cnn2-c1ccccc1	?	-9%	7%	-2%	-22%	-11%	.	-1%
CCn1c2c(c3cc(Br)ccc31)CCC/C2=N\O	-9%	-21%	0%	6%	?	-15%	.	-2%
O=C1CCC(C(=O)OCc2ccccc2)N1 (stereo not given)	7%	1%	-1%	-32%	-6%	-7%	.	-1%
O=C(CN(C(=O)c1ccccc1Cl)N1C(=O)C2C3C=CC(C3)C2C1=O)c1cccs1 (stereo not given)	-12%	i	0%	-1%	-2%	-3%	-1%	-2%
COc1ccc2[nH]c(=O)c(CN(CCO)C(=O)NCc3ccccc3)cc2c1	?	1%	1%	0%	-6%	6%	.	2%
c1ccc(-c2nnc(-c3ccccc3)c(-c3c[nH]c4ccccc34)n2)cc1	-3%	i	?	11%	1%	-6%	0%	1%
O=C(COn1nnc2ccc(Cl)cc21)Nc1ccc(F)cc1	-3%	1%	-13%	-1%	-3%	-2%	.	1%
CCC#CCOCC(=S)Nc1ccccc1	1%	-7%	-5%	9%	0%	0%	.	-3%
O=C(NNC(=S)Nc1ccc(F)cc1)C1CC1c1ccc(Cl)cc1 (stereo not given)	-4%	14%	4%	-12%	?	1%	-13%	-2%
CC1CC(C#N)N(N(C)C)C1=C(C#N)C#N (stereo not given)	7%	-1%	-6%	8%	-4%	7%	3%	0%
CCc1c2c(nc3cccc(C(C)C)c13)-c1cccc(=O)n1C2	?	i	5%	10%	-8%	-7%	.	-3%
CSc1ncc(Cl)c(C(=O)Nc2nnc(SC)s2)n1	-6%	-11%	?	2%	-9%	-11%	0%	-1%
COC(=O)c1c(C)sc(-c2c(-c3ccc4c(c3)OCCO4)[nH]c3c2c(=O)n(C)c(=O)n3C)c1O	.	.	?	.	0%	4%	.	-6%
Cc1cc(NC(=O)C2CCCN(S(=O)(=O)c3cccc4nsnc34)C2)ccc1Br (stereo not given)	.	.	-15%	.	0%	-1%	.	-2%
Fc1ccc(Nc2nc(SCc3cccc(Cl)c3)nc3ccccc23)cc1	.	.	8.9µM*	.	11%	5%	.	-1%
CC1(C)Cc2ccccc2-c2nc(-c3ccccc3)oc(=O)c21	4%	3%	-19%	10%	-14%	9%	.	1%
COc1ccc2nc(Nc3nc4cc5c(cc4s3)OCO5)sc2c1	?	-14%	2%	-4%	2.8µM*	1%	4%	-1%
COc1cc(/C=N/NC(=O)c2cccc([N+](=O)[O-])c2)ccc1OCc1ccccc1	?	-29%	?	-6%	?	0%	29%	4%
O=C(O)CCCC(=O)Nc1ccc(C(=O)NCc2cccnc2)cc1	-4%	3%	4%	4%	-12%	10%	10%	-1%
COc1cccc(CNc2cc(C)nc3nc(-c4ccc(C)cc4)nn23)c1	.	.	-5%	.	-5%	2%	.	-5%
COc1ccc(CN2CCNC(=O)C2CC(=O)NC2Cc3ccccc3C2)c(OC)c1 (stereo not given)	-13%	7%	0%	9%	-12%	-4%[53 µM]	-1%	-1%[53 µM]

Results in JMJD2E inh, for some of the entries so far:
molecule	JMJD2E inh
CC1CC(C#N)N(N(C)C)C1=C(C#N)C#N (stereo not given)	7%
c1ccc(-c2nnc(-c3ccccc3)c(-c3c[nH]c4ccccc34)n2)cc1	-3%

Entries of single compounds, looked up by structure:
Record of O=C(O)CCCC(=O)Nc1ccc(C(=O)NCc2cccnc2)cc1 : JMJD2E inh: -4%; RECQ1 helicase: 3%; Tau fibril FP: 4%; RGS12 GoLoco inh: 4%; Tau fibril ThT: -12%; TRb SRC2 PPI: 10%; L3MBTL1 block: 10%; TexasRed fluor: -1%
Record of CCC#CCOCC(=S)Nc1ccccc1 : JMJD2E inh: 1%; RECQ1 helicase: -7%; Tau fibril FP: -5%; RGS12 GoLoco inh: 9%; Tau fibril ThT: 0%; TRb SRC2 PPI: 0%; L3MBTL1 block: .; TexasRed fluor: -3%

Next results.
SMILES	JMJD2E inh	RECQ1 helicase	Tau fibril FP	RGS12 GoLoco inh	Tau fibril ThT	TRb SRC2 PPI	L3MBTL1 block	TexasRed fluor
O=C(COC(=O)CCc1ccc(S(=O)(=O)N2CCOCC2)cc1)NC(=O)NC1CCCCC1	1%	i	-1%	4%	1%	-11%	-2%	0%
CCN(CC)CCNC(=O)c1ccc(NC(C)=O)cc1	4%&-1%&-10%&-8%	-5%&11%&-1%	4%&-6%&-1%&-4%	6%&8%&1%&16%	-4%&1%&4%&-9%	1%&-12%&-8%&1%	-7%	?
c1cncc(COC2CCCN(Cc3nc(-c4cccs4)no3)C2)c1 (stereo not given)	-6%	-5%	4%	-1%	-3%	-7%	-2%	-3%
COc1cccc(NC(=O)CN(C)S(=O)(=O)c2ccc3nc(C)sc3c2)c1	.	.	-2%	.	5%	11%	.	-1%
COC(=O)c1sc(NC(=O)COc2cccc(C)c2)nc1C	1%	-4%	-2%	2%	?	-4%	3%	-5%
Cc1ccc(C(=O)NC(=O)CSc2ncccc2C(=O)O)cc1	-1%	i	-1%	1%	-7%	0%	.	-4%
Cc1cc(C)cc(N2C(=O)N(CC(=O)c3ccc(Br)cc3)c3ccccc3S2(=O)=O)c1	.	.	?	.	7%	-3%	.	-5%
COC(=O)[C@@H]1CC[C@H](C)[C@@H](c2ccc(C)cc2)N1C(=O)c1ccc(/C=N\O[C@@H](C)CN2CCCc3nc(C)c(C)cc32)cc1	.	-7%[11.5 µM]	4%[11.6 µM]	.	-8%[11.5 µM]	-3%[11.2 µM]	.	-2%[11.2 µM]
CCCNC(C)(C)COC(=O)c1ccccc1	-1%[25.5 µM]	-7%[25.9 µM]	.	3%[21.6 µM]	.	-15%	2%	-1%
COc1ccc(N=C2SC(CC(=O)Nc3ccccc3)C(=O)N2CCc2ccccn2)cc1 (stereo not given)	0%	2%	-4%	115%[activator]	?	-2%	-16%	1%
C/C(=N\Nc1nc(N2CCOCC2)nc(N2CCOCC2)n1)c1cccc([N+](=O)[O-])c1	8%	i	-8%	-17%	0%	2%	19%	-2%

Molecules shown so far with a COOH group:
SMILES	JMJD2E inh	RECQ1 helicase	Tau fibril FP	RGS12 GoLoco inh	Tau fibril ThT	TRb SRC2 PPI	L3MBTL1 block	TexasRed fluor
COc1ccccc1N1CCN(C(=O)C2CC=CCC2C(=O)O)CC1 (stereo not given)	2%	0%	8%	-1%	-2%	-5%	.	0%
O=C(O)CCCC(=O)Nc1ccc(C(=O)NCc2cccnc2)cc1	-4%	3%	4%	4%	-12%	10%	10%	-1%
Cc1ccc(C(=O)NC(=O)CSc2ncccc2C(=O)O)cc1	-1%	i	-1%	1%	-7%	0%	.	-4%

Compound activity as filed in PubChem.

These rows are one share of the data; the hit share may differ from the screen's.
